EP2 modulator = EP2 receptor (human) modulation | P43116 | EP2-expressing cells, cAMP HTRF FRET, PGE2 co-stimulation | induction, % at 25 µM | 260,000 compounds, 0.83% hits;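 active = compounds whose cAMP rise, as percent of the full-agonist control response, exceeds 60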;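 also: rat C6 glioma line stably carrying human EP2 under a CMV promoter; the protocol text gives 20 µM as final concentration; 100% = response of wells given 1 µM PGE2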
Target sequence (P43116 whole entry, looked up): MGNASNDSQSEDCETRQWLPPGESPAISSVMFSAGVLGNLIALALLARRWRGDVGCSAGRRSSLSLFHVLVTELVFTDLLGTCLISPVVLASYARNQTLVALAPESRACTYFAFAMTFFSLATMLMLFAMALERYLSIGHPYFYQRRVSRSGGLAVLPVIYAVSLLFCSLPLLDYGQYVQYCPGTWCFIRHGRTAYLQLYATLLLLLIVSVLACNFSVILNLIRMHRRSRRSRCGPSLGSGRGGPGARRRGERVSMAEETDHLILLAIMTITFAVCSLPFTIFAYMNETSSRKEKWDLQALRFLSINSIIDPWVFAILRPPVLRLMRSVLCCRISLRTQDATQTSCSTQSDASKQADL
Active calls of the source: *. These rows are one share of the data; count on the stated rates, not on these rows.

SMILES	EP2 modulator
CCOC(=O)COc1ccc(C2C(C#N)=C(N)Oc3n[nH]c(C)c32)cc1 (stereo unspecified)	-9.1
CC1CCCC(N2CCN(C(C)C)CC2)C1 (stereo unspecified)	-1.3
COc1ccc(/C(O)=C2/C(=O)C(=O)N(C)C2c2ccc(O)cc2)cc1OC (stereo unspecified)	8.2
Cc1ccc(OCC(=O)Nc2ccc(S(=O)(=O)Nc3cc(C)nc(C)n3)cc2)c(C)c1	-18.1
COc1ccc(-n2cnc3sc4c(c3c2=O)CCCCC4)cc1	17.1
Cc1ccccc1CC(=O)N1CCC(n2nnc3ccccc3c2=O)CC1	-26.6
O=C(O)[C@H](/C=C/c1ccccc1)c1ccccc1	11.9
Cn1c(SCC(=O)Nc2ccccc2Cl)nnc1-c1ccco1	-6.8
COc1ccc(C(=O)N2CCN(C(=O)c3ccc(OC)c(OC)c3)CC2)cc1	-6.1
COc1ccc(CC(=O)Nc2nnc(Cc3ccccc3)s2)cc1OC	-35.7
CC1=C(C(=O)Nc2ccccc2C)Sc2ccccc2N1	-1.5
OCCN(CO)CO	10.3
O=C(c1ccco1)N1CCN(C(=O)c2ncoc2-c2ccccc2F)CC1	-32.1
Cc1csc(NC(=O)CSc2nnc(-c3cccnc3)n2-c2ccc(Cl)cc2)n1	-24.0
CCn1c(=O)n(CC(=O)N2CCCCC2C)c2cccnc21 (stereo unspecified)	-1.6
NC(=O)c1c(NC(=O)CN(C(=O)c2cccs2)C2CCCCC2)sc2c1CCCC2	-36.7
CC(C)N(C(=O)CN1CCN(c2ccccc2)CC1)C(C)C	-3.5
Cn1cnc([N+](=O)[O-])c1Sc1nc(N)nc2c1ncn2Cc1ccccc1	7.3
COC(=O)[C@H]1CN(C(=O)c2cccs2)C[C@@H]1c1ccccc1F	7.3
Cc1ccc2c(=O)c(C(=O)NCC3CCCO3)c[nH]c2c1 (stereo unspecified)	-15.9

Of the compounds above, these have fluorine.
SMILES	EP2 modulator
O=C(c1ccco1)N1CCN(C(=O)c2ncoc2-c2ccccc2F)CC1	-32.1
COC(=O)[C@H]1CN(C(=O)c2cccs2)C[C@@H]1c1ccccc1F	7.3

The listing picks up; the five compounds before the break are reprinted first.
SMILES	EP2 modulator
NC(=O)c1c(NC(=O)CN(C(=O)c2cccs2)C2CCCCC2)sc2c1CCCC2	-36.7
CC(C)N(C(=O)CN1CCN(c2ccccc2)CC1)C(C)C	-3.5
Cn1cnc([N+](=O)[O-])c1Sc1nc(N)nc2c1ncn2Cc1ccccc1	7.3
COC(=O)[C@H]1CN(C(=O)c2cccs2)C[C@@H]1c1ccccc1F	7.3
Cc1ccc2c(=O)c(C(=O)NCC3CCCO3)c[nH]c2c1 (stereo unspecified)	-15.9
O=C1O[C@@H]([C@H](O)[C@H](O)[C@H](O)CO)[C@@H](O)[C@@H]1O	21.5
Cc1ccc(CC(=O)Nc2nnc(C)s2)cc1	-16.1
Cc1cc2cc3c(cc2nc1SCC(=O)Nc1ccc2c(c1)OCCO2)OCO3	-45.8
O=C(NCCCO)/C(=C/c1ccncc1)NC(=O)c1ccccc1	-50.3
COc1ccc(S(=O)(=O)N2CCN(Cc3ccc4c(c3)OCO4)CC2)c(C)c1C	-7.8
CC1(O)CC2C(CC1O)C2(C)C (stereo unspecified)	9.5
COc1ccc2c(c1)cc(C)c1nnc(SCC(=O)Nc3cccc(C(C)=O)c3)n12	-22.2
COc1ccc2[nH]c(=O)c(CN(CCN(C)C)C(=S)NC3CCCCC3)cc2c1	-60.0
COc1ccc2cc(C(c3nnnn3Cc3ccc(F)cc3)N3CCCCC3)c(=O)[nH]c2c1 (stereo unspecified)	-1.5
Nc1cccc(S(=O)(=O)NCc2cccnc2)c1	-3.4
CCOC(=O)C1=C(NC(=O)CSc2ccccn2)SC2CCCC12 (stereo unspecified)	55.4
O=C1c2ccccc2C(=O)c2c1ccc(N1C(=O)c3ccccc3C1=O)c2-c1c(N2C(=O)c3ccccc3C2=O)ccc2c1C(=O)c1ccccc1C2=O	-0.4
COc1ccccc1NC(=O)C1=C(C)NC2=C(C(=O)CCC2)C1c1ccc(C)cc1 (stereo unspecified)	1.2
COc1cc(OC)c(C2C3=C(CCCC3=O)Nc3[nH]n(-c4ccccc4)c(=O)c32)cc1OC (stereo unspecified)	14.8
O=C(CSc1ncc(-c2ccccc2)n1CC1CCCO1)Nc1cccc2ccccc12 (stereo unspecified)	37.9
CO[C@@]1(NC(=O)C(C(=O)O)c2ccc(O)cc2)C(=O)N2C(C(=O)O)=C(CSc3nnnn3C)CO[C@@H]21 (stereo partly specified)	-15.1
Cc1sc2ncnc(SCC(=O)N3CCc4ccccc43)c2c1C	-8.8
CC(=O)N(Cc1ccccc1Cl)Cc1cc2ccc(C)c(C)c2[nH]c1=O	-22.4
CCC(C)(C)n1nnnc1C(C(C)C)N(Cc1ccccc1)Cc1cc2cc(C)ccc2[nH]c1=O (stereo unspecified)	79.6*
COc1ccc(Cl)cc1NC(=O)C[n+]1ccccc1	-4.8
Cn1c(=O)[nH]c(=O)c2c1nc(Br)n2CC(=O)c1ccc(Cl)cc1	-19.2
Cc1cc2cc(NS(=O)(=O)c3cn(C)nc3C)ccc2o1	-52.3
CCOCc1nnc(NC(=O)c2cc3cccc(C)c3nc2C)s1	-15.0
Fc1ccccc1CN(CCCn1ccnc1)Cc1ccnn1C1CCCCO1 (stereo unspecified)	13.9
COc1ccc(OC)c(S(=O)(=O)N2CCC(C(=O)NC3CCCCC3)CC2)c1	-27.4
Cc1cc2c(cc3c(=O)n(CC(=O)N4CCC(C)CC4)nc(C)n32)o1	-37.1
O=C(NCc1ccccc1)N1C2CCC1CC(O)(c1cccnc1)C2 (stereo unspecified)	-23.1
O=C(O)CNC(=O)c1ccccc1O	21.4
Cc1nnc(SCC(=O)Nc2cccc(C(F)(F)F)c2)n1C	19.1
C[C@]12CC[C@@H](O)C[C@H]1CCc1ccccc12	-2.4
COc1ccc(-c2cccc(CN(CCN3CCOCC3)Cc3cccnc3)c2)cc1	-63.0
O=S(=O)(NCc1ccncc1)c1ccc(-c2ccc(S(=O)(=O)NCc3ccncc3)cc2)cc1	-99.6
COC(=O)c1ccccc1NC(=O)COC(=O)CSc1nc2ccccc2[nH]1	-37.0
C=C(C)Cn1c(NN)nc2c1c(=O)[nH]c(=O)n2C	3.3
COc1cccc(/C=C2/C(C)=C(C#N)c3nc(N)c(C#N)c(C)c32)c1OC(C)C	29.4
COc1ccccc1C1(NCc2ccccc2OCCN2CCOCC2)CCCC1	-33.2
Cc1cc(NC(=O)CSc2nnc3c4c5c(sc4nc(C(C)C)n23)CC(C)CC5)no1 (stereo unspecified)	16.2
CCCC(=O)N1CCCC(c2nc3c(nnn3Cc3cc(C)ccc3C)c(=O)[nH]2)C1 (stereo unspecified)	63.6*
CCc1cc2cc(C)c(C)cc2nc1SCC(=O)N1CCN(C(=O)c2ccco2)CC1	-93.0
Cc1ccc(C(=O)NCCN2CCC(O)(c3ccc(F)cc3)CC2)s1	-55.0
Cn1ccnc1C(NC(=O)C1CC1)c1ccccc1 (stereo unspecified)	5.5
O=C1NC2(CCN(C(=O)c3cc(-c4ccc(F)cc4)on3)CC2)Nc2ccccc21	-23.6
OCCOc1ccc(CNc2ccccc2-c2nnc(-c3ccncc3)o2)cc1	-17.6
CCn1c(SCC(=O)Nc2ccc(NC(=O)c3ccc(Cl)cc3)cc2)nnc1-c1cccs1	11.7
O=C(C1CCCCC1)N1CCC(n2nnc3cccnc32)CC1	-39.5
Cn1ccnc1C(NC(=O)N1CCOCC1)c1ccc(F)c(F)c1 (stereo unspecified)	-19.7
O=C(CN1CCC2(CC1)Nc1ccccc1-n1cccc12)NCc1ccco1	-44.6
CC(C)(C)c1cc(C(=O)N2CCC[C@H](C(=O)c3ccc4c(c3)OCO4)C2)n[nH]1	-65.6
CCC(=O)Nc1cc(NC(=O)CSc2nc3cccnc3n2C)ccc1C	-49.6
COc1ccc(CN2CCC(O)(c3ccccc3F)CC2)cc1CN(C)C	-41.6
COc1cccc(-c2ocnc2C(=O)NC(C)c2ccccn2)c1 (stereo unspecified)	-31.6
CCn1c(SCC(=O)Nc2sc3c(c2C(N)=O)CCC3)nc2ccccc2c1=O	-59.1
COc1ccc2c(c1)cc(C)c1nn(CC(=O)NCc3ccco3)c(=O)n12	-14.0
Cc1nn(-c2ccccc2)c2[nH]c(=O)c(CNc3ccc(F)c(Cl)c3)cc12	-22.2
Cc1ccc2cc(CN(Cc3ccccc3)Cc3nnnn3CC3CCCO3)c(=O)[nH]c2c1C (stereo unspecified)	28.1
CCC(CN1CCOCC1)NC(=O)Cc1coc2c(C)c(C)ccc12 (stereo unspecified)	-28.8
COc1cc2cc(CN(C(=O)c3cccs3)C3CCCC3)c(=O)[nH]c2cc1OC	8.9
Cn1c(COc2cccc3ccccc23)nnc1SCC(=O)NC1CC1	16.0
CC1=[N+](CC(=O)c2ccc(C)cc2)CCn2c(C)ccc21	-54.8
O=C(NCCn1nc(-c2ccco2)ccc1=O)C1CCCC1	-15.7
Later entries
SMILES	EP2 modulator
CCC(=O)N1N=C(c2ccc(NS(C)(=O)=O)cc2)CC1c1ccc2nccnc2c1 (stereo unspecified)	-33.3
Oc1ccc(CNc2ccc(Cl)cn2)c2cccnc12	-29.9
COc1ccc2[nH]cc(NC(=O)N3CCC(C(N)=O)CC3)c(=O)c2n1	-5.4
Cc1nc(NCCCN2CCCC2=O)c2nnn(Cc3ccccc3)c2n1	2.8
COCCn1nnnc1C(c1ccccc1F)N1CCN(C)CC1 (stereo unspecified)	-7.9
Cn1ccc(C(=O)Nc2cccnc2)n1	-1.0
CC[C@@H](Cn1nc(-c2cccs2)ccc1=O)NC(=O)Cn1nc(C)c2ccccc2c1=O	-8.1
CCCc1nn(C)c2c(=O)[nH]c(-c3cc(S(=O)(=O)N4CCN(C)CC4)ccc3OCC)nc12	2.5
COc1ccc(N(C(C)C(=O)N2CCN(c3ccccc3OC)CC2)S(C)(=O)=O)cc1 (stereo unspecified)	0.4
Cc1cccc(NC(=O)Nc2cccc(Cl)c2)n1	-11.7
Cc1cc2oc(C(=O)NCCc3nc(-c4ccncc4)n[nH]3)cc(=O)c2cc1C	-38.3
Cc1ccc2c(c1)C(=O)CC1(CCN(CC(=O)c3cn(C)c4ccccc34)CC1)O2	-108.3
COCCn1c(SCC(=O)Nc2sc3c(c2C(N)=O)CCC3)nc2ccccc2c1=O	-74.8
COCCCn1c(SCC(=O)N2CCOCC2)nnc1-c1ccco1	2.2
O=C(CSc1nnc(-c2ccncc2)n1-c1ccccc1)Nc1cccc2ccccc12	-25.2
CCOc1ccccc1NC(=O)COC(=O)c1ccccn1	-27.2
CN1[C@H](C(=O)Nc2ccccc2C(F)(F)F)C[C@H](c2ccc(F)cc2)NS1(=O)=O	-20.2
O=C(O)[C@H]1CN(C(=O)CN2CCCC2=O)C[C@@H]1c1ccc(F)cc1	-0.2
CCOc1cc(CN2CCN(S(=O)(=O)Cc3ccccc3)CC2)ccc1OC	-34.3
Cc1ccc2[nH]c(=O)c(C(c3nnnn3C3CCCC3)N3CCN(c4ccc(F)cc4)CC3)cc2c1 (stereo unspecified)	18.1
COCC(C)NC(=O)CCCSc1nc(-c2ccco2)cc(C(F)(F)F)n1 (stereo unspecified)	-108.1
Cc1cccc(NC(=O)CSc2nnc3n2C(C)(C)Cc2ccccc2-3)c1	-50.2
CCc1cc(NCCCOC)n2nc3nc(C)cc(C)c3c2n1	-18.0
CCCCOc1ccc(NC(=O)Cn2nc(-c3ccco3)cc(N)c2=O)cc1	17.8
CCOc1ccc2[nH]c(=O)c(C(c3nnnn3C(C)(C)C)N3CCOCC3)cc2c1 (stereo unspecified)	-29.0
CCN1CCN(C(=O)c2cccc(F)c2F)CC1	14.5
COc1cccc(C(=O)CSc2nnc(-c3ccco3)n2C)c1	-34.4
COc1ccc(-c2ccc(=O)n(CC3CCN(C(=O)C4CCCCC4)CC3)n2)cc1OC	29.1
COc1ccc(N(CC(=O)N2CCN(c3ccccc3OC)CC2)S(C)(=O)=O)cc1	-33.2
Cc1cccc(OCCCCn2c(CO)nc3ccccc32)c1	-115.9
Cc1[nH]c2c(C(=O)NC(c3ccccc3)c3cccnc3)cccc2c1C (stereo unspecified)	-81.2
Cc1ccc2cc(-c3noc(-c4cccs4)n3)c(=O)[nH]c2c1	-51.7
CCOC(=O)CNC(=O)CSc1nc2c(c(=O)n(C)c(=O)n2C)n1Cc1ccccc1	-1.5
Cn1c(SCC(=O)Nc2cccc(NC(=O)C3CCCCC3)c2)nnc1-c1ccncc1	18.4
C=CCNC(=O)c1cnn2c(C(F)F)cc(-c3ccc(C)cc3)nc12	24.8
C[C@@H](Cn1nnc2ccccc21)NC(=O)Cc1n[nH]c(=O)c2ccccc12	-12.9
O=C(Nc1ccccc1F)N(CCN1CCOCC1)Cc1cc2cc3c(cc2[nH]c1=O)OCCO3	-5.3
CCc1ccc2c(c1)cc(C)c1nnc(SCC(=O)N3CCCC3)n12	4.3
CN(C)C(CNC(=O)C1(C)CC(c2ccccc2)=NO1)c1ccc2c(c1)OCO2 (stereo unspecified)	-15.5
COC(=O)[C@H]1CN(C(=O)Cc2nonc2C)C[C@@H]1c1ccc(F)cc1	-34.7

Quoted at random: five records from the list.
SMILES	EP2 modulator
COc1ccc(-c2ccc(=O)n(CC3CCN(C(=O)C4CCCCC4)CC3)n2)cc1OC	29.1
Cc1cccc(OCCCCn2c(CO)nc3ccccc32)c1	-115.9
COc1ccc(N(CC(=O)N2CCN(c3ccccc3OC)CC2)S(C)(=O)=O)cc1	-33.2
COC(=O)[C@H]1CN(C(=O)Cc2nonc2C)C[C@@H]1c1ccc(F)cc1	-34.7
CCN1CCN(C(=O)c2cccc(F)c2F)CC1	14.5

(list continues)
SMILES	EP2 modulator
CCOc1ccc(C(=O)N2CCCC(c3ncncc3-c3ccncc3)C2)o1 (stereo unspecified)	-11.4
Cc1ccccc1NC(=O)C(C#N)Cc1cccs1 (stereo unspecified)	-14.3
NC(=O)CSc1nnc(CNc2cccc(Cl)c2)o1	-8.2
CCOC(=O)C1=C(C)NC2=C(C(=O)c3ccccc32)C1c1ccc2ccccc2c1 (stereo unspecified)	-0.4
Cn1ncc2c(Nc3ccccc3)ncnc21	3.5
CCC(=O)Nc1ccc(NC(=O)CSc2nnc3c4c5c(sc4ncn23)CCCC5)cc1C	-41.6
O=C(/C=C/c1ccccc1)N(Cc1nc2ccccc2c(=O)[nH]1)Cc1cccs1	63.0*
